Anthrax LF inh2 = blocks Bacillus anthracis lethal factor protease | inhibition, % at 10 µM | actives 0.12% (n = 360,000) | P15917 | multiplex microsphere protease cleavage assay, LF; also: plate controls were buffer without enzyme for full effect and enzyme alone for no effect
Target sequence (P15917 whole entry, looked up): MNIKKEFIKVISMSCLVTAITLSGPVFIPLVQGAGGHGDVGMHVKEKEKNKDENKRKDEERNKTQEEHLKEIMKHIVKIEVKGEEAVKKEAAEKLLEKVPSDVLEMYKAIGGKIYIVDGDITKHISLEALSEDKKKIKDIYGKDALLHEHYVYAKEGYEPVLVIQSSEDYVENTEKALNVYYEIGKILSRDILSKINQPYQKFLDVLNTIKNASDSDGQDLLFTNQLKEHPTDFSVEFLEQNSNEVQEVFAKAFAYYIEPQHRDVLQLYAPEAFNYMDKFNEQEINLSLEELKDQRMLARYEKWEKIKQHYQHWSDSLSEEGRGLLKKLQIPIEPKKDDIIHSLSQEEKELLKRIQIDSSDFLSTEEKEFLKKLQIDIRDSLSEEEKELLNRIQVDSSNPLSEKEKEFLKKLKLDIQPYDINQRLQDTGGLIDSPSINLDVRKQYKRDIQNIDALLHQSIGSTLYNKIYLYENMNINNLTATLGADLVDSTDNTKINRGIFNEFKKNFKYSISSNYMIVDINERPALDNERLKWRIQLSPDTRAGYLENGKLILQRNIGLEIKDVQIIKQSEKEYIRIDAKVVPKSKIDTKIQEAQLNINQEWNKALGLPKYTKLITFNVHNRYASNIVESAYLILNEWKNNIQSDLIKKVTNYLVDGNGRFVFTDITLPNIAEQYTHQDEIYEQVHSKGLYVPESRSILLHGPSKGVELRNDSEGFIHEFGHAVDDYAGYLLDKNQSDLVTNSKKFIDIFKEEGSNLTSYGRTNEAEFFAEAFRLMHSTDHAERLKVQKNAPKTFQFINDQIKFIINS
SSB-PriA inh = blocks PriA binding to SSB C-terminal tail; AlphaScreen SSBct-PriA binding, biotinylated peptide; inhibition, % at 33 µM; actives 0.6% (n = 430,000); AID 1272365; in the data active = inhibition mostly above about 37%, no sharp cut-off; inactive = mostly below about 20%;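 also: plate controls were negative control peptide for no effect and reference peptide for full effect; strong numbers were not always called active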
Yp Topo-I inh = Y. pestis Topo-I inhibition via cleavage products; Y. pestis Topo-I cleavage product accumulation, plate reader; AID 504884; activity, % at 10 µM; actives 0.064% (n = 360,000); in the data active = activity above about 50%, passing the limit was not always enough; inconclusive = no clear call, values can overlap the other calls; also: inactives centre near 2
3CLpro inhibitor = SARS-CoV 3CLpro protease inhibition; AID 1706; recombinant SARS-CoV 3CLpro, quenched FRET peptide cleavage; P0C6X7; actives 0.14% (n = 290,000); inhibition, % at 6 µM; in the data active = inhibition above about 12%
BoNT A protease = BoNT A light chain protease inhibition. multiplex microsphere protease substrate cleavage, flow cytometry. inhibition, % at 10 µM. actives 0.17% (n = 360,000); also: plate controls were buffer without enzyme for full effect and enzyme alone for no effect
CCHFV vOTU inh = CCHFV vOTU protease inhibition; Pep-AMC fluorescence; inhibition, % at 11.5 µM; actives 0.55% (n = 370,000); in the data active = inhibition above about 30%; also: 0% = vehicle wells with enzyme and 100% = no enzyme wells
PfHsp40 rescue = restores yeast growth despite PfHsp40 toxicity; S. cerevisiae expressing PfHsp40, growth rescue, ATP luminescence; growth rescue, % at 12.5 µM; actives 0.68% (n = 340,000); AID 504582; in the data active = growth rescue above about 28%, passing the limit was not always enough; inconclusive = no clear call, values can overlap the other calls;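 also: yeast W303a lacking pdr1 and pdr3 grown in galactose medium; growth measured after three days at 30 °C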
Vc quorum ag = quorum light induction in luxS cqsA deficient V. cholerae; actives 0.16% (n = 350,000); V. cholerae BH1578 lux reporter, luminescence, 6 h; activation, % at 18.7 µM; in the data active = activation mostly above about 9.7%, no sharp cut-off; inconclusive = no clear call, values can overlap the other calls; inactive = mostly below about 3.7%; also: not every result past the cut was called active; inactives centre near 0; reference of the scale not given here
DUSP3 inh = inhibitors of human VHR1 phosphatase (DUSP3); P51452; recombinant VHR phosphatase, pNPP absorbance; inhibition, % at 13.3 µM; actives 0.52% (n = 290,000); AID 1654; in the data active = inhibition above about 50%; also: some compounds called inactive have numbers as strong as hits
Target sequence (P51452 whole entry, looked up): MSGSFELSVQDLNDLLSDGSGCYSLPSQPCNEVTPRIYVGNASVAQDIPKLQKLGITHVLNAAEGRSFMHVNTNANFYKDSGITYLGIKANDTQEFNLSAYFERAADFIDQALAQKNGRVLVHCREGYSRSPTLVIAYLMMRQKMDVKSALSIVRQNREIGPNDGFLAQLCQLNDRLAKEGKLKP
TcdB inh = TcdB glycohydrolase inhibition; TcdB glycohydrolase enzymatic assay, plate reader; inhibition, % at 9.99 µM; actives 0.24% (n = 350,000); in the data active = inhibition above about 10%
Active calls of the source: *; i = inactive; u = inconclusive; x = no result given; & = joins results of further samples. Rule as the data show it, unless noted: active = inhibition above about 30%; inconclusive = no clear call, values can overlap the other calls; inactive = below that. This is a subset; rates above refer to the full screens.

SMILES	Anthrax LF inh2	SSB-PriA inh	Yp Topo-I inh	3CLpro inhibitor	BoNT A protease	CCHFV vOTU inh	PfHsp40 rescue	Vc quorum ag	DUSP3 inh	TcdB inh
CCOC(=O)C1CCN(C(=O)c2ccccc2NS(=O)(=O)c2ccc(C)cc2)CC1	5.8	-8.1	14.1	-1.9	2.0	16.1	0.2	i	-4.0	0.5
Cc1nn(C)c(C(=O)Nc2ccn(C34CC5CC(CC(C5)C3)C4)n2)c1[N+](=O)[O-]	-1.2	8.0	7.4	3.7	-0.6	7.5	-0.7	i	5.4	1.3
NC(=O)c1ccsc1NC(=O)CS(=O)(=O)c1ccc(F)cc1	0.1	-8.5	7.5	x	-2.9	9.7	0.4	i	x	2.6
COc1ccc([C@@H]2CC=C(C(=O)O)[C@H](c3ccc(Br)cc3)N2S(=O)(=O)c2ccccc2C)cc1	5.3	11.4	8.0	x	-0.4	27.9	14.4	i	x	-2.6
Cc1csc(NC(=O)c2cnc3ccccc3n2)n1	-2.2	6.2	-2.4	-5.4	-3.3	-1.6	1.2	-0.2	35.8	-1.5
COc1ccc(C(=O)NC2CCCN(Cc3ccccc3F)C2)c(OC)c1OC (stereo not given)	-2.6	-4.9	34.9	-1.9	1.4	15.2	-1.3	i	-4.5	-0.5
CCCc1nc(C)c2c(=O)[nH]c(-c3cc(S(=O)(=O)N4CCN(CC)CC4)ccc3OCC)nn12	-6.4	-1.4	8.0	x	0.8	6.5	-1.2	-0.2	x	-0.3
O=C(NCCc1ccccc1)c1ccc(NC(=O)C2CC2)cc1	-4.0	-15.4	-2.6	x	0.2	-7.8	-0.7	i	x	5.2
COc1ccc(/C=N\NC(=S)SCN2C(=O)C3CCC(C)(C2=O)C3(C)C)cc1 (stereo not given)	-0.1	x	-0.1	0.8	-0.1	16.4	7.5	-0.8	x	x
COc1cccc(/C=C/C(=O)NCc2ccc(S(N)(=O)=O)cc2)c1	-4.4	-17.3	3.2	-2.0	-0.9	-12.7	-0.6	-0.3	35.5	1.3
CC(CC(=O)Nc1cccnc1)c1ccccc1 (stereo not given)	-1.2	-2.7	-8.8	3.7	0.1	14.5	-0.6	-0.1	36.4	0.0
CN(C)c1ccc(CNC(=O)C2(C)Cc3c(-c4cccc(C(F)(F)F)c4)ccnc3O2)cc1 (stereo not given)	-5.2	x	45.8	x	-0.8	15.1	x	-0.3	x	-0.5
Cc1cccc(N2CCN(C(=O)CCC(=O)N3Cc4ccccc4Oc4ncccc43)CC2)c1C	2.1	3.7	18.6	4.2	0.3	4.2	0.8	-0.4	12.3	1.9
CCOP(=S)(OCC)Oc1cc(C)oc(=O)c1	-5.8	-14.8	12.9	0.1	0.5	-3.6	-0.3	-0.5	4.3	0.5
COc1ccccc1CCNC(=O)CC1C(=O)NCCN1CCCc1ccccc1 (stereo not given)	-5.9	14.9	18.2	3.1	-0.4	6.0	-1.4	x	19.2	-0.3
O=C(CCn1c(=O)sc2ccccc21)NCCC1=CCCCC1	-1.5	-7.5	9.1	x	-0.7	-2.6	1.0	i	21.7	0.3
CCc1nnc(NC(=O)c2ccc(-c3cc(C(F)(F)F)ccc3Cl)o2)s1	-3.4	-16.9	1.4	0.5	-0.8	-9.9	-0.2	-0.2	24.2	x
Cc1cccc(Nc2nnc(SCC(=O)NC(=O)CN3CCCC3=O)s2)c1	3.9	0.4	-1.9	x	-0.3	-104.9	-0.7	-0.7	x	0.6
CCOc1ccc(S(=O)(=O)N2CCN(S(=O)(=O)c3ccc(C(C)=O)cc3)CC2)cc1	2.3	-10.2	3.1	1.6	-0.1	1.6	-1.2	i	21.1	2.0
CCc1ccc(C2=CC(c3cc(Br)ccc3F)n3ncnc3N2)cc1 (stereo not given)	-0.2	-2.0	-4.9	0.7	0.2	-8.3	-1.1	1.9	-24.4	x
CC(C)(C)OC(=O)C[C@@H]1C/C=C\C[C@@H](CC(=O)N[C@H](CO)Cc2ccccc2)C(=O)NC[C@@H](c2ccccc2)OC1=O	-3.3	-10.6	14.8	x	-0.4	-3.2	1.3	-0.7	x	0.1
COc1ccccc1NC(=S)N1CCN(C(c2ccccc2)c2ccccc2)CC1	2.2	3.9	-4.8	-2.4	-1.8	7.9	-0.7	-0.5	26.2	2.7
Nc1nc2ccc([N+](=O)[O-])cc2[nH]1	-14.0	-20.1	-8.1	-3.4	-3.8	2.8	-0.2	0.1	40.2	0.6
Cc1cccc(NC(=O)NNC(=O)c2cc3ccccc3cc2O)c1C	-3.6	-6.1	3.0	1.9	-0.9	11.1	-1.0	-0.4	-8.7	0.3
Cc1ccc(OCC(=O)Nc2cc(S(=O)(=O)N3CCCCC3)ccc2N2CCN(C)CC2)c(C)c1	-0.5	7.1	-8.5	x	-0.7	6.8	0.2	0.6	x	0.5
O=C(Nc1ncn[nH]1)C(F)(F)C(F)F	2.2	-37.2	-2.8	3.2	0.0	12.3	1.7	i	35.5	x
CCCC(O)(CCC)C(=O)NN(C(=O)CCl)c1cccc(C)c1	-0.4	-6.0	0.8	-0.2	-2.0	-2.9	0.7	-0.3	-0.2	1.3
COc1ccc(-n2cnnc2SCC(=O)Nc2cccc([N+](=O)[O-])c2)cc1	0.7	-16.5	-15.4	0.2	0.2	-11.2	-0.5	i	25.6	1.5
CC1(C(=O)NS(=O)(=O)c2ccc(F)cc2F)CCN1C(=O)c1cccc(F)c1 (stereo not given)	-1.6	x	-2.8	x	-0.1	25.9	x	-0.6	x	-1.5
C=CCc1ccccc1OCC(=O)N/N=C/c1ccccc1OCC	-1.9	x	27.8	6.3	0.2	16.7	3.7	-0.4	5.0	x
CCOc1ccc(-c2nc(C#N)c(NCC(C)C)o2)cc1	4.3	5.6	2.3	3.8	1.2	-16.5	-0.1	x	29.4	x
COc1c(Cl)cc(Cl)cc1C(=O)Nc1ccc(C(=O)O)cc1	-0.1	-14.3	-4.3	3.5	-0.7	-17.2	0.6	0.1	-17.2	x
Cc1nc(-c2nnc(SCC(=O)Nc3ccc(C(F)(F)F)cc3)n2C)cs1	-5.0	-5.8	-6.0	1.9	-0.3	-7.8	0.0	0.9	24.6	0.4
Cc1ccccc1N1C(=O)c2ccccc2N2C(=O)c3ccccc3C12 (stereo not given)	0.1	-18.7	-8.3	-3.0	0.4	6.0	0.7	i	-14.0	x
COc1ccccc1/C=C1\SC(=O)N(CC(=O)N(C)C2CCS(=O)(=O)C2)C1=O (stereo not given)	-0.7	9.1	8.4	-4.2	-1.5	17.9	0.8	i	-12.2	0.9
CC(C)c1ccc(/C=N/NC(=O)c2cccc(Cl)c2)cc1	-1.7	x	9.2	-0.2	-0.5	4.9	1.1	0.4	0.5	x
Cc1ccccc1N(C(=O)CNC(=O)c1ccco1)C(C(=O)NC1CCCC1)c1ccncc1 (stereo not given)	6.0	-4.8	6.0	4.5	-4.0	7.8	17.1	-0.5	-9.5	2.5
O=C(/C=C/c1cccc2ccccc12)NCCC1=CCCCC1	1.2	-6.0	24.0	4.8	-0.1	10.3	1.0	-0.3	17.4	x
Nn1cc(-c2ccccc2)nc1SCC(=O)Nc1ccc(S(N)(=O)=O)cc1	-2.3	-5.3	-5.4	-0.9	-0.7	-8.2	0.0	i	10.1	0.5
Cn1c(=O)c2ccccc2n(Cc2ccccc2Cl)c1=O	-15.1	-6.6	-2.8	2.0	-1.4	-1.0	-0.1	1.0	24.5	0.8
Cc1cc(NC(=O)c2sc(Nc3cccc(C(F)(F)F)c3)nc2N)no1	-3.3	15.9	-8.4	1.1	-2.3	5.4	3.6	i	17.7	x
c1ccc(-c2ccc(-c3cnc4n3CCCCC4)cc2)cc1	-3.3	37.3	45.7	6.0	0.2	2.0	1.1	i	38.9	x
Cc1c(CCC(=O)N[C@@H](C)C(=O)O)c(=O)oc2cc3occ(-c4ccccc4)c3cc12	0.8	-1.9	2.0	3.2	-1.1	1.9	0.3	0.0	6.9	-2.7
CN(C)c1ccc(-c2csc(C(O)c3ccc(F)cc3)n2)cc1 (stereo not given)	-4.5	x	-7.2	x	0.0	1.9	x	-0.3	x	0.1
CCn1c(=O)c2cc(S(=O)(=O)NCCOc3ccccc3)ccc2n(CC)c1=O	10.9	3.0	6.4	-8.6	-0.3	-12.1	0.6	i	-7.5	x
COc1ccc(NC2CCCCC2NS(=O)(=O)c2ccc(C)cc2)cc1 (stereo not given)	1.5	27.8	22.3	4.3	-1.4	14.7	0.2	0.5	-0.7	-12.7
CCOC(=O)c1ccc(NC(=O)CNC(=O)C2CCCCC2)cc1	-5.2	-8.5	3.3	-5.2	0.6	2.3	-0.2	-1.6	-4.4	0.3
CCOC(=O)C(Cc1ccc(OC)c([N+](=O)[O-])c1)NC(=O)CCC(=O)Nc1ccc(C)cc1 (stereo not given)	-3.2	1.1	5.9	-8.9	-1.5	6.2	0.3	-1.5	0.8	0.6

Another view of part of the listing above.
SMILES | Anthrax LF inh2 | SSB-PriA inh | Yp Topo-I inh | 3CLpro inhibitor | BoNT A protease | CCHFV vOTU inh | PfHsp40 rescue | Vc quorum ag | DUSP3 inh | TcdB inh
COc1ccc([C@@H]2CC=C(C(=O)O)[C@H](c3ccc(Br)cc3)N2S(=O)(=O)c2ccccc2C)cc1 | 5.3 | 11.4 | 8.0 | x | -0.4 | 27.9 | 14.4 | i | x | -2.6
Cc1cccc(NC(=O)NNC(=O)c2cc3ccccc3cc2O)c1C | -3.6 | -6.1 | 3.0 | 1.9 | -0.9 | 11.1 | -1.0 | -0.4 | -8.7 | 0.3

Back to the main list with the 4 entries that preceded the break.
SMILES	Anthrax LF inh2	SSB-PriA inh	Yp Topo-I inh	3CLpro inhibitor	BoNT A protease	CCHFV vOTU inh	PfHsp40 rescue	Vc quorum ag	DUSP3 inh	TcdB inh
CCn1c(=O)c2cc(S(=O)(=O)NCCOc3ccccc3)ccc2n(CC)c1=O	10.9	3.0	6.4	-8.6	-0.3	-12.1	0.6	i	-7.5	x
COc1ccc(NC2CCCCC2NS(=O)(=O)c2ccc(C)cc2)cc1 (stereo not given)	1.5	27.8	22.3	4.3	-1.4	14.7	0.2	0.5	-0.7	-12.7
CCOC(=O)c1ccc(NC(=O)CNC(=O)C2CCCCC2)cc1	-5.2	-8.5	3.3	-5.2	0.6	2.3	-0.2	-1.6	-4.4	0.3
CCOC(=O)C(Cc1ccc(OC)c([N+](=O)[O-])c1)NC(=O)CCC(=O)Nc1ccc(C)cc1 (stereo not given)	-3.2	1.1	5.9	-8.9	-1.5	6.2	0.3	-1.5	0.8	0.6
CC(Oc1cccc(Cl)c1)C(=O)Nc1ccccc1C(=O)N1CCCCC1 (stereo not given)	1.6	-2.8	18.1	x	-0.4	-2.1	1.9	i	x	1.3
Oc1ccccc1C1NCc2ccccc2-n2cccc21 (stereo not given)	-11.7	15.6	3.8	0.2	-4.9	-12.3	0.5	-7.7	9.5	1.3
Cn1cc(CNCCCn2ncc3ccccc32)c(-c2ccccc2F)n1	-3.2	-5.6	9.4	2.1	-2.4	14.2	0.6	i	30.9	1.8
CC(C)(C)NC(=O)CC1C(=O)NCCN1Cc1c(F)cccc1Cl (stereo not given)	-2.7	-0.4	-2.1	2.2	-0.4	8.8	-1.0	-0.2	12.9	0.1
S=P(Nn1cnnc1)(c1ccc(Br)cc1)c1ccc(Br)cc1	-2.0	-7.5	3.1	7.2	0.5	-5.5	2.8	i	1.7	3.1
C=CCSc1nc2ccccc2[nH]1	-2.9	-14.0&1.0&-11.9	-8.7	0.8	-0.3	1.8	0.3	i	7.8	x
COCCOC(=O)C1=C(C)NC2=C(C(=O)CC(c3cccs3)C2)C1c1ccsc1 (stereo not given)	-4.1	-0.5	14.8	-3.4	0.6	-0.1	-1.9	-0.1	0.1	x
CC(NC(=O)C12CC3CC(CC(C3)C1)C2)C(=O)N/N=C/C1=C(N2CCOCC2)C(=C\c2ccccc2)/CC1 (stereo not given)	-1.0	x	11.5	-3.2	0.6	3.6	u	-0.6	11.3	-0.3
COc1ccc(C(=O)C23CC4CC(C2)CC(C(=O)c2ccc(OC)cc2)(C4)C3)cc1	-1.2	-11.7	37.8	4.0	0.0	1.1	-1.9	-0.8	-10.6	-0.2

Screening results: PubChem, several laboratories
